High-throughput results: PubChem BioAssay, Sanford-Burnham Center for Chemical Genomics
TNAP Pi inh – human TNAP inhibition, phosphate detection. P05186. purified TNAP, pNPP, malachite green phosphate absorbance. inhibition, % at 20 µM. 21,000 tested, under 10 active
Target sequence (P05186 whole entry, looked up): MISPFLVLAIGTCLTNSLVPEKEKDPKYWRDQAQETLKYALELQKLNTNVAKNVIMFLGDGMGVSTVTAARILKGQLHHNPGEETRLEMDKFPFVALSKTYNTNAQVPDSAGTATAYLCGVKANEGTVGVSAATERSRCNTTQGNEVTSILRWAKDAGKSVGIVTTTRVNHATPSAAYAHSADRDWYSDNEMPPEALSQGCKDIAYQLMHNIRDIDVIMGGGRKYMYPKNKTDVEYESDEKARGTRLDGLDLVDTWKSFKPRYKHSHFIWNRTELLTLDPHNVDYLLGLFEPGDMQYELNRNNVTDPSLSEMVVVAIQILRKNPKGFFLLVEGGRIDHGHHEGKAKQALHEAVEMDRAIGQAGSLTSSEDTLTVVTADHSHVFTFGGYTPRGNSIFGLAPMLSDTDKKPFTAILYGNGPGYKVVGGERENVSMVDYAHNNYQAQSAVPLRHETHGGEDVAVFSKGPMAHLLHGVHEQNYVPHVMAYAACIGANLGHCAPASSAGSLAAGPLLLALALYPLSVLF
TNAP inh pNP – inhibitors of human tissue-nonspecific alkaline phosphatase | purified TNAP, pNPP hydrolysis, absorbance 405 nm | 21,000 tested, under 10 active | AID 615 | P05186 | inhibition, % at 20 µM;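 also: 0% = DMSO only wells and 100% = 1 mM levamisole wells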
Active calls of the source: *.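 The calls were made as follows: active = inhibition above 50% at the 20 µM single-dose screen; inactive = the rest.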 This is a subset; the hit share may differ from the screen's.

No.	TNAP Pi inh	TNAP inh pNP	Molecule
1	-3	-7	O=C(NCc1ccccc1)NC1(C(=O)N2CCCC2)CCCCC1
2	5	1	CCC1S/C(=C(\C#N)C(=O)NCc2ccco2)N(c2ccc(F)cc2)C1=O (centres undefined)
3	4	-2	CC1(C)Cc2ccccc2C(/C(=N/O)C(N)=O)=N1
4	3	2	CCc1ccc2[nH]c(=O)c(C(c3nnnn3CCOC)N3CCN(c4ccc(F)cc4)CC3)cc2c1 (centres undefined)
5	8	3	O=C(COc1ccccc1)Nc1ccc2c(c1)nc1n2CCSC1
6	-28	-15	CCN1CCc2c(C#N)c(N3CCCCC3)nc(NCc3ccccc3)c2C1
7	8	2	c1ccc2oc(-c3nn4c(Cn5cnc6ccccc65)nnc4s3)cc2c1
8	-1	6	COc1cc(C)c(S(=O)(=O)NCc2cccs2)cc1C
9	-8	-8	COc1cc(CNC(=O)c2ccc(Cn3nc(C)c(Cl)c3C)o2)cc(OC)c1
10	1	-2	COCCn1c(C)cc(C(=O)COC(=O)c2ccc(-n3nc(C)cc3C)cc2)c1C
11	11	5	O=C(CC(c1ccco1)S(=O)(=O)c1ccccc1)c1ccc(F)cc1 (centres undefined)
12	10	6	CCCn1c(NCc2cc(OC)ccc2OC)nc2ccccc21
13	10	4	Cc1ccc2nc(C)cc(OCC(=O)O)c2c1
14	7	-7	Cc1cc2c(c(=O)n1Cc1cccnc1)C(Cc1ccccc1)C(C#N)=C(N)O2 (centres undefined)
15	-9	4	CCOC(=O)c1cccc(NC(=O)CSc2nnnn2C)c1
16	8	-3	O=C(CSc1nnnn1C1CCCCC1)N1CCCC1
17	2	-2	CCc1c(C)sc(NC(=O)c2cnn3cccnc23)c1C#N
18	5	2	CS(=O)(=O)N(CC(N)=O)Cc1ccc(Cl)cc1
19	12	6	O=C(NCC(F)(F)F)Nc1ncccn1
20	-6	-12	COc1ccccc1Oc1ccc(S(=O)(=O)Nc2cccnc2)cc1
21	13	4	Nc1nc(-c2ccc(Cl)cc2Cl)cn1N
22	14	6	O=C(CSc1nc2ccccc2o1)c1ccc2c(c1)OCCO2
23	9	6	O=C(CSc1ncn[nH]1)Nc1ccccc1C(=O)O
24	-6	-17	CC(=O)Nc1ccc(N/C=C/C(=O)c2ccc(C)o2)cc1
25	8	1	CCC(C)NC(=O)N[C@@H](Cc1ccccc1)C(=O)O (some centres undefined)
26	8	5	Cc1ccc(-c2nnc(SCc3ccccc3F)o2)cc1
27	7	0	COc1ccc(C(NC(N)=O)c2ccccc2)cc1 (centres undefined)
28	0	0	O=C(O)CC(NCc1ccco1)C(=O)OCC1CCCO1 (centres undefined)
29	10	3	COc1ccc(-n2cnnc2SC(C)c2nc3sc(C)c(C)c3c(=O)[nH]2)cc1 (centres undefined)
30	15	2	O=C1c2ccccc2C(O)(Cc2ccccc2)N1C1CCCCC1 (centres undefined)

Record cards (already shown).
CCCn1c(NCc2cc(OC)ccc2OC)nc2ccccc21 in the list: TNAP Pi inh: 10; TNAP inh pNP: 6
O=C1c2ccccc2C(O)(Cc2ccccc2)N1C1CCCCC1 (centres undefined) in the list: TNAP Pi inh: 15; TNAP inh pNP: 2

Continuation.
No.	TNAP Pi inh	TNAP inh pNP	Molecule
31	6	1	CC(COc1ccccc1)N(CCCl)Cc1ccccc1 (centres undefined)
32	-3	6	CCc1nnc(NC(=O)CSc2nnc(COc3ccccc3)n2-c2ccc(C)cc2)s1
33	-4	-9	COc1ccc(-n2c(SCC(=O)N3CCCCC3)nc(O)cc2=O)cc1
34	15	3	Cc1ccccc1NC(=O)Cn1nnc(-c2ccc(N3CCOCC3)cc2)n1
35	-6	0	COC(=O)[C@H](Cc1ccccc1)NC(=O)N1CCCCC1C (some centres undefined)
36	7	-1	CCOC(=O)CSc1nnc(Cc2ccccc2)n1Cc1ccco1
37	9	3	Cc1nc2c(=O)n(C)c(=O)[nH]c2n1Cc1ccccc1
38	0	5	CCN(CC)S(=O)(=O)c1cccc(C(=O)NC(C(=O)NC2=NCCS2)C(C)C)c1 (centres undefined)
39	13	4	CC(NS(=O)(=O)c1ccccc1)C(=O)Nc1nccs1 (centres undefined)
40	0	2	NCCc1nnc(SCc2c(F)cccc2Cl)o1
41	-2	-5	COc1ccc(-c2csc3nc(C)n(-n4cccc4)c(=O)c23)cc1OC
42	10	4	CC(C)CC(NC(=O)C(NC(=O)OC(C)(C)C)C(C)C)C(=O)N1CCCC1C(N)=O (centres undefined)
43	0	0	COc1ccccc1NC(=O)CN(c1ccccc1F)S(C)(=O)=O
44	9	-2	CCOC(=O)c1cnn(-c2ncnc3c2oc2ccccc23)c1N
45	0	0	COc1cccc(C(=O)OCCN(C)C(C)(C)C)c1
46	-2	2	CCc1[nH]nc2c1C(c1ccc(Br)s1)C(C#N)=C(N)O2 (centres undefined)
47	-21	3	COC(=O)c1c(C)[nH]c(C(C)=O)c1C
48	3	0	Cc1cc(C(C)(C)C)cc(C)c1CC1=NCCN1
49	10	4	CCOC(=O)c1[nH]cnc1C(=O)O
50	-3	-1	CC(C)n1c2ccccc2c2nc3ccccc3nc21
51	12	6	Cn1c(C(=O)N2CCN(c3nc4ccccc4s3)CC2)cc2sccc21
52	7	4	CCN1C(=O)C(NC(C)=O)c2cc(OC)ccc21 (centres undefined)
53	5	8	COc1cc2c(cc1OC)C1(NCC2)C(=O)Nc2ccccc21 (centres undefined)
54	6	1	Nn1c(SCC(=O)Nc2ccc(F)c(F)c2)nnc1C1CCCCC1
55	6	1	CC1(C)N([O-])C(c2ccccc2)=C[N+](=O)C1(C)C
56	9	7	Cc1ccc(-n2ncc3c(NCc4ccc5c(c4)OCO5)ncnc32)c(C)c1
57	8	1	CSc1ccc(S(=O)(=O)NC2CCCCCC2)cc1
58	0	3	COc1ccccc1CNC(=O)CN(C)CC(=O)Nc1cccc(F)c1
59	20	6	COC(=O)C(NC(=O)C(C)Oc1ccccc1)C(C)C (centres undefined)
60	0	0	O=C(Nc1nc(-c2ccccc2)ns1)c1cccs1
61	8	6	CCN(CC)C(=O)Cn1cnc2ccccc2c1=O
62	6	4	O=C(C1CCN(C2CC(=O)N(Cc3ccccc3)C2=O)CC1)N1CCCCCC1 (centres undefined)
63	3	0	COc1ccccc1C1C=C(c2ccc(Cl)cc2)Nc2nc(N3C(=O)CCC3=O)nn21 (centres undefined)
64	9	9	N#CC1=C(N)SC2(CCCCC2)SC1c1ccccc1 (centres undefined)
65	3	7	CCCN(CCO)Cc1ccc(Cl)c(Cl)c1
66	8	2	CCOC(=O)C(CC)Sc1nnc2n1C(C)(C)Cc1ccccc1-2 (centres undefined)
67	0	1	O=C(CC1CCCC1)Nc1nnc(C2CC2)s1
68	4	0	O=C(CSc1nnc(-c2ccncc2)n1CC1CCCO1)NCc1ccccc1 (centres undefined)
69	5	2	O=c1c2ccccc2oc2nc(-c3ccco3)n(Cc3ccccc3)c(=O)c12
70	7	0	CCOC(=O)c1c(CN2CCN(C)CC2)oc2ccc(OC)cc12
71	5	1	CC(=O)NCCOc1cccc2ccccc12
72	5	2	COc1ccc(-c2[nH]ncc2Oc2ccccc2OC)c(O)c1
73	12	5	CCCCCOc1ccc(C(=O)NC(C(=O)O)C(C)C)cc1 (centres undefined)
74	-7	1	CCOC(=O)c1ccc(NC(=O)Cn2nnc3ccccc32)cc1
75	6	3	CCc1ccc2nc(NC3=NCN(CCN4CCOCC4)CN3)nc(C)c2c1
76	8	3	CCCCCCn1c(N2CCN(c3ccccc3)CC2)nc2c1c(=O)n(C)c(=O)n2C
77	4	0	O=C(CSCCO)Nc1cccc(C(F)(F)F)c1
78	9	1	Cc1ccc(-c2nnn(CC(=O)Nc3ccc(S(=O)(=O)N4CCC(C)CC4)cc3)n2)cc1
79	-19	1	COc1ccc(/C=N/n2cncn2)cc1CSc1ccccn1
80	-8	6	COc1ccc(NCc2nnc(SCC(=O)N3CCCc4ccccc43)n2C)cc1
81	2	6	CN(C)S(=O)(=O)N1CCc2ccccc2C1
82	-5	6	O=C(CCSCCC(=O)NCCN1CCOCC1)NCCN1CCOCC1
83	8	3	CSc1nc2[nH]c3c(c2c2nnnn12)CCCC3
84	3	-2	O=C1c2[nH]nc(-c3ccccc3O)c2C(c2ccccc2)N1Cc1ccco1 (centres undefined)
85	0	0	CCc1nc2cc(Cl)c(Cl)cc2[nH]1
86	3	-1	CCCC(c1nnnn1C1CCCCC1)N1CCN(c2ncccn2)CC1 (centres undefined)
87	6	4	CC1CCc2cc(F)ccc2N1C(=O)CN1C(=O)c2ccccc2C1=O (centres undefined)
88	10	3	Cc1ccc2cc(CN(CC3CCCO3)C(=O)NC3CCCCC3)c(=O)[nH]c2c1C (centres undefined)
89	10	4	COc1cccc(N2CCN(C(=O)c3cccnc3)CC2)c1
90	10	6	CC1(C)OC(C(=O)NC2CCCCC2)C(C(=O)NC2CCCCC2)O1 (centres undefined)

Additional compounds:
No.	TNAP Pi inh	TNAP inh pNP	Molecule
91	12	4	CC(=O)C(C)Oc1ccc2c3c(c(=O)oc2c1C)CCCC3 (centres undefined)
92	10	8	COc1ccc2[nH]c(=S)[nH]c2c1
93	8	1	CCCCn1c(N)c(Sc2ccc(C)cc2)c(=O)[nH]c1=O
94	3	2	CCOC(=O)CSc1nc(N)c2c3c(sc2n1)CCCC3
95	0	0	CS(=O)(=O)NCCSCc1ccccc1
96	16	4	Cc1cc(NC(=O)CCCC(=O)NCc2cccs2)no1
97	-35	2	C#CCSC1=C(C#N)C(c2cccs2)C(C(=O)OCC)=C(C)N1 (centres undefined)
98	8	-2	O=C(Nc1cnn(Cc2ccccc2)c1)c1nc2ncccn2n1
99	7	6	N#CCCSc1nc(N2CCOCC2)c2c(c1C#N)CCCC2

Among those listed so far, eight contain a Cl atom:
No.	TNAP Pi inh	TNAP inh pNP	Molecule
9	-8	-8	COc1cc(CNC(=O)c2ccc(Cn3nc(C)c(Cl)c3C)o2)cc(OC)c1
18	5	2	CS(=O)(=O)N(CC(N)=O)Cc1ccc(Cl)cc1
21	13	4	Nc1nc(-c2ccc(Cl)cc2Cl)cn1N
31	6	1	CC(COc1ccccc1)N(CCCl)Cc1ccccc1 (centres undefined)
40	0	2	NCCc1nnc(SCc2c(F)cccc2Cl)o1
63	3	0	COc1ccccc1C1C=C(c2ccc(Cl)cc2)Nc2nc(N3C(=O)CCC3=O)nn21 (centres undefined)
65	3	7	CCCN(CCO)Cc1ccc(Cl)c(Cl)c1
85	0	0	CCc1nc2cc(Cl)c(Cl)cc2[nH]1

Looked up above:
TNAP Pi inh result of entry 96 reads 16
TNAP Pi inh result of entry 95 reads 0
TNAP inh pNP result of entry 98 reads -2
TNAP Pi inh result of entry 93 reads 8
